AGP1-GFP MLPCN = modulators of AGP1-GFP expression in yeast TOR pathway, primary screen, cell-based, multiplex flow cytometry, S. cerevisiae, MLPCN library; AID 2066, 2009; GFP response vs DMSO, % at 10 µM; 3 h; GFP as percent of DMSO wells; hit rate 0.02% among 320,000;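 active = GFP response relative to DMSO above a set limit, near screen average plus 3 SD, cut at about 150% in these data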;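 note: median GFP channel fluorescence of the gated AGP1 strain per well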
CR mimetic SO = reduction of superoxide in aged yeast, primary screen, HTS; hit rate 0.18% among 330,000; S. cerevisiae aged cells, superoxide DHE fluorescence; stronger effect = lower value; superoxide response (% of plate mean), % at 10 µM; AID 2690, 2010;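 active = superoxide response under a set limit, about three screen SD below normal, cut at about 65% in these data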;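 note: yeast aged for seven days with compound at 30 °C before DHE staining; 100% = average MFI of all compound-treated wells on the plate with controls excluded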
CIT2 TOR yeast = modulators of CIT2-GFP expression in yeast, primary screen, S. cerevisiae, GFP fusion, multiplex flow cytometry, MLPCN library | hit rate 0.065% among 320,000 | GFP response vs DMSO, % at 10 µM | AID 2029, 2009 | S. cerevisiae CIT2-GFP strain, 3 h; 100 means same as DMSO wells;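 active = GFP response relative to DMSO above a set limit, near the screen mean plus 3 SD, cut at about 150% in these data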;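 note: ratio of well median GFP fluorescence to mean of DMSO wells on the plate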
MEP2 TOR yeast = modulators of MEP2-GFP levels in yeast, primary screen, S. cerevisiae, multiplex flow cytometry, MLPCN library; S. cerevisiae MEP2-GFP strain, 3 h; 100% = DMSO control level; AID 2016, 2009; GFP response vs DMSO, % at 10 µM; hit rate 0.51% among 330,000;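 active = GFP response versus DMSO above a set limit, roughly screen mean plus 3 SD, cut at about 180% in these data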;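 note: median GFP fluorescence of the barcode-gated MEP2-GFP cells per well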
LAP4 TOR yeast = modulators of LAP4-GFP expression in yeast, primary screen, S. cerevisiae, multiplex flow cytometry, MLPCN library; 3 h; median GFP as percent of DMSO wells; GFP response vs DMSO, % at 10 µM; hit rate 0.34% among 320,000; AID 2023, 2009;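 active = GFP response vs DMSO above a set limit, about the screen mean plus 3 SD, cut at about 150% in these data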
RPL19A-GFP yeast = RPL19A-GFP expression modulators in yeast, primary screen, cell-based, S. cerevisiae, multiplex flow cytometry, MLPCN; percent response vs DMSO, % at 10 µM; S. cerevisiae RPL19A-GFP strain, 3 h; stronger effect = lower value; hit rate 0.3% among 330,000;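 active = percent response vs DMSO below 50%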;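 note: median channel GFP fluorescence of the barcoded RPL19A-GFP strain; ratio of sample median GFP to plate DMSO average so 100% = DMSO; lower means less RPL19A-GFP as with rapamycin TOR inhibition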
VLA-4 inh = inhibition in human VLA-4 binding assay, primary screen, VLA-4 allosteric modulator project, MLPCN library, flow cytometry, VLA-4 expressing cells; Integrin alpha-4 (Homo sapiens), P13612; ligand binding flow cytometry; inhibition, % (about 7 µM as worked out from the volumes in the protocol); hit rate 0.2% among 330,000; in the data active = inhibition above about 50%
Target sequence (P13612 whole entry, looked up): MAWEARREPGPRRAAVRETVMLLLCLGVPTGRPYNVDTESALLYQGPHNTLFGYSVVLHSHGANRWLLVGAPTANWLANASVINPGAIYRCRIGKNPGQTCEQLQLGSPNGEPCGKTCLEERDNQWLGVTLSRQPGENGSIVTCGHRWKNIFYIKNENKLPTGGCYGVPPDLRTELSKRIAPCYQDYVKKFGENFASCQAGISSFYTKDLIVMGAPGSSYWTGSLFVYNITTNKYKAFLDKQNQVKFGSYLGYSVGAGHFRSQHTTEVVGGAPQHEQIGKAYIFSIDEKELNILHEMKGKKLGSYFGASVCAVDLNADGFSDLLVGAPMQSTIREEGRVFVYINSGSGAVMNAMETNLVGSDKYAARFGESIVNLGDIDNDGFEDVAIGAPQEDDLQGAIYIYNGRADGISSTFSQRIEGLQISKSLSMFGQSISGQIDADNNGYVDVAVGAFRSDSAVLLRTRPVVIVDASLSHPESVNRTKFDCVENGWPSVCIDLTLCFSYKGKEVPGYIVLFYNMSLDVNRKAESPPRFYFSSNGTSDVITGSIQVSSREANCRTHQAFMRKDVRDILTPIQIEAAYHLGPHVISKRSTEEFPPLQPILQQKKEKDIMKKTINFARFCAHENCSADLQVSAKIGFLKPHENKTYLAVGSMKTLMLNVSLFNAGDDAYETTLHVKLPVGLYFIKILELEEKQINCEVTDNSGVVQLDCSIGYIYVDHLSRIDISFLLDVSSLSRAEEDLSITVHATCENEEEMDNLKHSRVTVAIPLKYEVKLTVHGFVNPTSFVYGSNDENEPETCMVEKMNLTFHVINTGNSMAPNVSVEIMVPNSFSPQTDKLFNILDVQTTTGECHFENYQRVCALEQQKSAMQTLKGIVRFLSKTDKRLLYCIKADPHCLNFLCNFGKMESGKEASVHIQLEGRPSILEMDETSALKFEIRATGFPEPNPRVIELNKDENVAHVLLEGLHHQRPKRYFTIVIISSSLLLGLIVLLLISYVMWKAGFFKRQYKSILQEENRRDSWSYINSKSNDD
GRK2 aptamer HTS = compounds blocking aptamer binding on GRK2 – biochemical, human GRK2, bead flow cytometry, HTS, primary screen. FAM-aptamer displacement from GRK2. inhibition of aptamer binding, % at 10 µM. hit rate 0.59% among 330,000. AID 488847, 2010;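 active = inhibition of aptamer binding above 40%, roughly 3 SD of noise, on plates passing a quality check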;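 note: median bead fluorescence of bound FAM aptamer so fluorescent compounds give negative values; no value below 0 was filed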
The depositor's hits bear a star; . = not tested or not shown; & = joins results of further samples.

canonical_smiles,AGP1-GFP MLPCN,CR mimetic SO,CIT2 TOR yeast,MEP2 TOR yeast,LAP4 TOR yeast,RPL19A-GFP yeast,VLA-4 inh,GRK2 aptamer HTS
O=C(CCCN1CCC2(CC1)C(=O)NCN2c1ccccc1)c1ccc(F)cc1,75,98,81,94,113,88,-9,0
COCCCNC(=O)Cn1cc(/C=C2\C(=O)NC(=O)N(c3ccccc3F)C2=O)c2ccccc21,93,89,97,114,91,100,8,1
CCCCc1nc2ccccc2c(=O)n1-c1ccc(O)cc1,99,116,98,91,100,103,-5,8
C[C@]12CC[C@H](O)C[C@@H]1CC[C@@H]1[C@@H]2CC[C@]2(C)[C@@H](C(=O)O)C[C@@H]12,91,103,75,100,130,105,7,3
CCOC(=O)C1=C(N)Oc2cc(C)oc(=O)c2C12C(=O)N1c3c(cc(OC)cc32)C(C)=CC1(C)C (stereo not given),100,107,103,101,99,99,23,3
O=C(CN1CCCCC1)c1ccc(F)cc1,109,86,111,97,104,97,-4,2
O=P1(NC2CCCC2)COc2ccccc2OC1,109,105,111,104,101,104,-10,10
Cc1ccc2cccc(OC(=O)N3CCCC3)c2n1,101,101,93,96,92,96,0,0
CCOC(=O)C(NC(=O)C(Cc1ccc(N(CCCl)CCCl)cc1)NC(C)=O)C(C)C (stereo not given),94,91,97,91,89,100,6,0
C[C@@H]1C(=O)O[C@@H]2[C@H](O)C34[C@@H]5OC(=O)C3(O[C@H]3OC(=O)[C@H](O)C34[C@H](C(C)(C)C)[C@H]5O)[C@@]12O (stereo not given in full),94,94,90,97,106,108,4,0
O=C(Nc1cccc(Cl)c1)OC1CN2CCC1CC2 (stereo not given),120,95,107,111,110,116,-8,3
O=C(Cn1ncc2c3ccccc3n(Cc3ccccc3F)c2c1=O)N1CCC2(CC1)OCCO2,103,103,101,100,114,97,-10,0
CC(C)c1ccc(OCC(=O)N2CCN(C)CC2)c(Br)c1,102,106,95,100,96,99,-14,0
Cc1ccccc1N1CCN(C2CCCN(C(=O)COc3ccccc3)C2)CC1 (stereo not given),91,109,93,97,98,96,-1,1
COc1ccc(CC2(CCc3ccncc3)C(=O)NC(=O)NC2=O)cc1OC,97,87,101,114,96,98,13,0
Cn1c(=O)cc(OCCCC(=O)N2CCC3(CC2)OCCO3)c2ccccc21,109,109,101,108,96,102,14,1
Cc1cc(C)cc(N2C(=O)NC(=O)/C(=C\C=C\c3ccco3)C2=O)c1,53,88,92,97,89,90,35,21
CCP(=S)(CC)c1ccc(N(C)C)cc1,106,111,101,102,125,100,13,2
Cc1c(C(=O)O)cc(-c2ccccc2)n1Cc1ccccc1,93,108,85,98,97,100,9,1
O=C(O)c1ccccc1NC(=O)C1C2CCC(O2)C1C(=O)O (stereo not given),95,106,105,97,93,97,-4,.
CC(Cc1ccccc1)NC(=O)C(c1ccc(N)cc1)c1ccc(N)cc1 (stereo not given),103,103,110,102,84,108,32,0
O=[N+]([O-])c1ccc(N2CCNCC2)cc1NC1CC1,103,108,110,106,98,103,5,7
COc1ccccc1CCNCc1cccc(C(F)(F)F)c1,109,102,102,104,102,104,8,0
COc1ccc(C2=NS(=O)(=O)N(C)C(C(=O)N3CCC4(CC3)OCCO4)=C2)cc1OC,103,92,101,116,106,98,8,2
CCc1nc2ccccc2c(=O)n1-c1ccccc1OC,93,98,89,94,89,99,-7,0
COc1ccc2c(c1OC)C(=O)OC2C1c2cc3c(cc2CCN1C)OCO3 (stereo not given),106,100,107,112,100,107,-1,2
O=C(Nc1cccc(C(F)(F)F)c1)c1cccn(Cc2ccc3c(c2)OC(F)(F)O3)c1=O,99,119,96,106,102,98,5,0
Cc1ccc(S(=O)(=O)CC(=O)c2cc(C)c(OC(=O)N(C)C)c(C)c2)cc1,103,93,96,99,105,98,-2,2
CCCc1nnc(NC(=O)CCC(=O)N2CCC3(CC2)OCCO3)s1,103,100,93,96,107,98,11,0
CCC(=NCc1ccco1)c1c(O)n(-c2ccccc2)c(=O)[nH]c1=O,100,114,101,103,100,99,14,1
O=C(CN1CCN(Cc2ccc(Cl)cc2)C1=O)N1CCC2(CC1)OCCO2,108,98,104,101,96,102,5,0
O=C(CN1CCN(C(=O)COc2cccc(F)c2)CC1)Nc1ccc(Cl)c(C(F)(F)F)c1,104,102,93,98,108,97,5,0
Cc1ccc(/C=C2/C(=O)NC(=O)N(Cc3ccc(F)cc3)C2=O)o1,94,111,94,113,100,97,7,0
CC1=C2C(=O)C3C(CC=C4CC(O)CCC43C)C2CCC12OC1CC(C)CNC1C2C (stereo not given),108,101,106,107,100,107,0,0
C/C(=N\N1CCN(C)CC1)c1c(O)[nH]c(=O)[nH]c1=O,101,97,97,104,101,97,25,3
CCOP(=O)(OCC)c1ccc(O)cc1,98,91,99,103,93,99,1,0
OC1(c2ccccc2F)CC2CCC(C1)N2CCN1CCOCC1 (stereo not given),113,98,104,96,104,99,22,0
N/C(=N\[N+](=O)[O-])NCCCC(NC(=O)CNC(=O)c1ccccc1)C(=O)O (stereo not given),92,92,89,95,91,92,7,3
Cc1ccc(C[n+]2c(-c3ccc(C)cc3)cc(-c3ccc(C)cc3)cc2-c2ccc(C)cc2)cc1,93,95,94,94,93,96,-5,0
CN1CCN(C(=O)OC2c3nccnc3C(=O)N2c2ccc(Cl)cn2)CC1 (stereo not given),95,103,88,95,96,101,14,3
COc1ccc(Cn2c(O)c(C=NCCCn3ccnc3)c(=O)[nH]c2=O)cc1,99,103,101,103,97,102,-2,0
Cc1cc(OCC(=O)N2CCC(C(=O)NCC(C)C)CC2)c2c3c(c(=O)oc2c1)CCCC3,108,129,110,107,100,104,5,2
COc1ccc(C(=O)C2CCCN(Cc3ccc(C)s3)C2)c(OC)c1 (stereo not given),95,108,86,94,99,92,7,0
CC12CN3CC(c4ccccc4)(CN(C1)C31CCCCC1)C2=O,113,99,109,107,98,102,20,0
C[n+]1c(-c2ccccc2)sc2ccccc21,101,98,101,108,111,103,15,1
CCc1ccccc1NC(=O)N1C[C@H]2C[C@@H](C1)c1cccc(=O)n1C2,104,106,102,107,105,104,-14,2
O=[N+]([O-])c1ccc(CN2CC=C(c3ccccc3)CC2)cc1,86,95,84,99,89,88,-5,0
CCC1(c2ccc(-c3ccccc3)cc2)C(=O)NC(=O)NC1=O,104,118,109,107,92,103,-2,0
CCCCn1c(O)c(C(C)=NCc2ccco2)c(=O)[nH]c1=O,105,111,95,100,114,98,15,1
COc1ccc(F)cc1C(=O)C1CCCN(Cc2cnc(C)s2)C1 (stereo not given),97,99,99,107,97,103,6,0
C=CCn1c(O)c(/C=N/NC(=O)CCCC)c(=O)[nH]c1=S,115,96,120,95,104,98,-7,2
COC(=O)C1=C(c2cc3ccccc3s2)C[C@@H]2CC[C@H]1N2C(=O)N1CCC(O)CC1,88,98,109,89,136,96,1,0
CN1C(=O)C(=Cc2ccc(N(C)C)c([N+](=O)[O-])c2)C(=O)N(C)C1=O,103,84,94,102,106,99,2,5
CNc1ccc2nc3ccccc3[n+](C)c2c1,105,62*,111,99,100,107,-85,0
O=c1[nH]c(=O)n(-c2cccc(Cl)c2)c(O)c1/C=N/c1ccccn1,.,121,122,122,116,106,20,0
CN1CCN(S(=O)(=O)c2ccc(Cl)nc2)CC1,87,107,89,88,90,91,5,2
COc1ccc(-n2c(O)c(/C=C/C=Nc3ccccc3)c(=O)[nH]c2=O)cc1,105,100,123,112,104,104,17,0
CCOc1c(Cl)cc(CNC(C)C(O)c2ccccc2)cc1OC (stereo not given),108,97,104,109,113,99,15,0
COC(=O)C1=C(c2ccc(Cl)c(C(F)(F)F)c2)C[C@@H]2CC[C@H]1N2C(=O)N1CCC(C)CC1,94,85,92,87,91,93,7,1
CC(C)N1CCN(Cc2c[nH]c3ccccc23)CC1CCO (stereo not given),88,103,96,101,92,93,1,0

New compounds follow:
canonical_smiles,AGP1-GFP MLPCN,CR mimetic SO,CIT2 TOR yeast,MEP2 TOR yeast,LAP4 TOR yeast,RPL19A-GFP yeast,VLA-4 inh,GRK2 aptamer HTS
NC(Cc1ccccc1)c1nc(-c2ccccc2)no1 (stereo not given),104,107,102,99,107,100,-6,0
O=[N+]([O-])c1cccc(CN2CCN(Cc3ccc(Br)cc3)CC2)c1,99,115,96,101,93,104,-1,2
CCN1C(=O)CC(c2cccnc2)=Nc2ccccc21,83,95,89,87,77,92,5,3
CC(=NCCN1CCOCC1)c1c(O)n(C2CCCCC2)c(=O)[nH]c1=O,91,102,.,92,93,97,3,2
CC(=NCCC(c1ccccc1)c1ccccc1)c1c(O)n(C)c(=O)n(C)c1=O,102,109,112,106,89,108,2,2
Cc1cc(OCC(=O)OC(C)C)c2c3c(c(=O)oc2c1)CCCC3,92,99,97,96,91,92,4,2
Cc1ccccc1-n1c(O)c(/C=N/c2nccs2)c(=O)[nH]c1=O,101&96,97&117,108&101,100&99,96&93,99&105,-11&2,3&3
COC(=O)C(O)(c1c(C)[nH]c2ccccc12)C(F)(F)F (stereo not given),.,100,94,89,89,89,-3,4
CCOC(=O)c1c(/N=C/C2C(=O)NC(=S)NC2=O)sc(C)c1C,100,115,104,101,104,99,-1,0
CC(C)c1ccc(N=Nc2c(O)[nH]c(=O)[nH]c2=O)cc1,114,100,108,103,124,104,-6,0
CCCCn1c(=O)c(C(=O)NCc2ccncc2)c(O)c2ccccc21,95,106,98,100,99,101,-8,0
CCNC(=O)[C@H]1O[C@@H](n2cnc3c(N)ncnc32)[C@H](O)[C@@H]1O,81,112,78,103,102,99,2,30
CN1C(=O)NC(=O)/C(=C/c2ccc([N+](=O)[O-])s2)C1=O,95,93,76,93,124,89,-128,2
O=C1NC(=O)N(Cc2ccccc2)C(=O)/C1=C/c1cnn(-c2ccccc2)c1,98,100,74,104,108,88,-1,1
N#Cc1cc2c(nc1SCC(=O)Nc1ccc(Cl)cc1)C1CCN2CC1,101,105,102,100,103,98,2,0
O=C(N/N=C/c1c(O)n(C2CCCCC2)c(=S)[nH]c1=O)c1ccccc1,108,167,103,106,95,100,4,0
COc1ccc(CN2CCN(Cc3ccccc3F)CC2)cc1,102,118,98,97,97,97,7,1
Cc1cc(OC(=O)c2ccco2)c2c3c(c(=O)oc2c1)CCCC3,97,107,98,100,108,98,15,0
CC(=NCC1CCCO1)c1c(O)n(C)c(=O)n(C)c1=O (stereo not given),98,100,104,89,97,99,16,0
O=C(c1ccc2c3c(cccc13)CC2)C1CCCN(Cc2ncc[nH]2)C1 (stereo not given),93,89,89,98,90,97,4,0

Taken from the results shown, 3 compounds:
canonical_smiles,AGP1-GFP MLPCN,CR mimetic SO,CIT2 TOR yeast,MEP2 TOR yeast,LAP4 TOR yeast,RPL19A-GFP yeast,VLA-4 inh,GRK2 aptamer HTS
Cc1cc(OC(=O)c2ccco2)c2c3c(c(=O)oc2c1)CCCC3,97,107,98,100,108,98,15,0
CC(=NCC1CCCO1)c1c(O)n(C)c(=O)n(C)c1=O (stereo not given),98,100,104,89,97,99,16,0
O=C(c1ccc2c3c(cccc13)CC2)C1CCCN(Cc2ncc[nH]2)C1 (stereo not given),93,89,89,98,90,97,4,0

Screening results as filed in PubChem BioAssay.

Some of the compounds tested, so the mix of outcomes need not match the whole.
